# Screening results (PubChem)
# RXFP1 agonist = qHTS Assay for Agonists of the Relaxin Receptor RXFP1. Relaxin receptor 1 (Homo sapiens), Q9HBX9. HEK293T-RXFP1 cAMP TR-FRET, 30 min; response scale: percent of porcine relaxin response, buffer zero. Potency, µM (highest dose often 57.5 µM), without a hit: top-dose activation, actives largely listed as activators. 0.3% of 370,000 active. AID 2676, 2010; active = well fitted activation curve with a large enough effect; also: potency is read from the fitted curve at half-maximal effect; % is scaled to controls: 0 for no effect and ±100 for the full control effect; nearly all actives have a fitted effect of over 60% in size; many of its hits are not listed in these tables
#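 Agonist response is measured as cAMP accumulation in an RXFP1-transfected HEK293T line under PDE4 inhibition. Values are scaled between buffer-only and 29 nM porcine relaxin, and EC50s come from standard Hill equation fits.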
# D1 ag = Allosteric Agonists of the Human D1 Dopamine Receptor: qHTS. HEK293 T-REx D1 cells, calcium flux, agonist mode. activation, % at 2 µM. 1% of 360,000 active; in the data active = activation above about 30%; also: 0% is about no effect
# Target sequence (P21728 whole entry, looked up): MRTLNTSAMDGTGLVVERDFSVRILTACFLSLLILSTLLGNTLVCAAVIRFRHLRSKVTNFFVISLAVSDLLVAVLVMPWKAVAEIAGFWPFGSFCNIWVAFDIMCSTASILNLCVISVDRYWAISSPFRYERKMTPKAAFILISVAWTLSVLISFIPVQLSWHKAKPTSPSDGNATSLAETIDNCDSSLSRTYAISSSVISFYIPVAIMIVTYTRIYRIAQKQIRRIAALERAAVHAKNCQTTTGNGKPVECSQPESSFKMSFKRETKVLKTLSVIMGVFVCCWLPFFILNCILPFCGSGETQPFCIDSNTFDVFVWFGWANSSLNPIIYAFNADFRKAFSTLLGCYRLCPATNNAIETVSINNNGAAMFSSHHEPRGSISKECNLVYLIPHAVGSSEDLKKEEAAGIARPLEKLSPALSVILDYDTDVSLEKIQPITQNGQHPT
#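 Tetracycline-induced HEK293 TREx D1 cells, force-coupled to calcium signalling, were dye-loaded with a no-wash calcium kit. Compound was pin-added after a 10 s baseline. Fluorescence was read kinetically at 1 cycle/s for 180 s, with calcium rises flagged as agonism.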
# RXFP1 antagonist = qHTS Assay for Antagonists of the Relaxin Receptor RXFP1; Relaxin receptor 1 (Homo sapiens), Q9HBX9; HEK293-RXFP1, relaxin-stimulated cAMP HTRF, 30 min; stronger effect = lower value; activity change, negative = inhibition, % at 57.5 µM; 0.59% of 350,000 active; AID 1259400, 2018;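 active = activity change of -60% or lower, but not beyond a set lower limit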; also: % is scaled to controls: 0 for no effect and ±100 for the full control effect
# D2 antag = HTS Assay for Allosteric Antagonists of the Human D2 Dopamine Receptor: Primary Screen for Antagonists | D(2) dopamine receptor (Homo sapiens), P14416 | HEK293 TREx D2 cells, calcium flux, dopamine EC80 | inhibition, % at 10 µM | 2% of 340,000 active | AID 485344, 2010; in the data active = inhibition above about 30%; also: 0% is about no effect
# Target sequence (P14416 whole entry, looked up): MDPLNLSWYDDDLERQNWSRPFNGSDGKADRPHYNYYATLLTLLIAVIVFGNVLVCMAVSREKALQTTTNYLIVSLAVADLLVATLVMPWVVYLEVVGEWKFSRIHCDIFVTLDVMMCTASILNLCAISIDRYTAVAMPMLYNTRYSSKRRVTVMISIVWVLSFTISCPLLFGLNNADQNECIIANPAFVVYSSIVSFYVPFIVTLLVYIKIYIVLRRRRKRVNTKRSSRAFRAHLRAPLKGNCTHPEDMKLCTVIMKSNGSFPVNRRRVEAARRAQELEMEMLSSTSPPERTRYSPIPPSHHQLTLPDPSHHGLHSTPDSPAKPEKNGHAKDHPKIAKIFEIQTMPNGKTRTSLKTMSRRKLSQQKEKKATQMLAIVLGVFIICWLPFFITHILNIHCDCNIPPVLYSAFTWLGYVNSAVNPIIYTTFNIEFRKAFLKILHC
#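 HEK293 T-REx D2 cells, tet-induced, calcium dye no-wash. Cpd pintool add, 180 s kinetic, then EC80 DA, 180 s kinetic. Ca flux read.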
# D2 PAM = HTS Assay for Positive Allosteric Modulators of the Human D2 Dopamine Receptor: Primary Screen for Potentiators. AID 485347, 2010. HEK293 T-REx D2, calcium flux, EC20 dopamine potentiation. 0.34% of 340,000 active. D(2) dopamine receptor (Homo sapiens), P14416. potentiation, % at 10 µM;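 active = potentiation over 3 SD above the plate norm, cut at about 30% in these data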; also: 0% is about no effect
#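 Calcium flux readout, no-wash dye, 1 read/s. Inducible HEK293 Trex D2 line, overnight 30 C. Compound alone 180 s (agonist flags), then EC20 dopamine, another 180 s to score potentiation.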
# D1 antag = Antagonist of Human D 1 Dopamine Receptor: qHTS; 3.2% of 360,000 active; activity change, negative = inhibition, % at 10 µM; HEK293 TREx D1 cells, calcium flux, dopamine EC80; stronger effect = lower value; D(1A) dopamine receptor (Homo sapiens), P21728; in the data active = activity change below about -30%; also: % is scaled to controls: 0 for no effect and ±100 for the full control effect
#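 Calcium flux readout: force-coupled, inducible Hek293 Trex D1 line, cells induced overnight at 30 C with tetracycline, dye-loaded 30–90 min at RT. Antagonism scored against EC80 dopamine challenge given 180 s after compound.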
# D2 ag = HTS Assay for Allosteric Agonists of the Human D2 Dopamine Receptor: Primary Screen for Agonists; D(2) dopamine receptor (Homo sapiens), P14416; HEK293 T-REx D2 cells, calcium flux agonist mode; activation, % at 2 µM; 0.53% of 340,000 active;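 active = activation over 3 SD above normal in the single-dose calcium agonist read, cut at about 30% in these data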; also: 0% is about no effect
#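 Tetracycline-induced HEK293 Trex cells with D2 receptor force-coupled to calcium signaling, plated overnight at 30 C and loaded with no-wash calcium dye. Calcium flux read kinetically for 180 s after compound addition; responses flag agonists.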
# TRHR PAM = qHTS for Small Molecule Agonists and Allosteric Enhancers of Human TRH Receptor: Primary Screen for Enhancers; Thyrotropin-releasing hormone receptor (Homo sapiens), P34981; 0.66% of 360,000 active; enhancement, % at 2 µM; TRHR cells, fluo-8 calcium fluorescence, EC20 TRH enhancement; AID 493056, 2011; in the data active = enhancement above about 30%; also: 0% is about no effect
#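 TRHR-expressing cells loaded with fluo-8 calcium dye were read kinetically (ex 480/em 530) during compound addition, then stimulated with an EC20 of TRH (10 nM final). Enhancement of the Gq-mediated intracellular calcium response was scored.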
# D1 potentiator = Potentiators of Human D1 Dopamine Receptor: qHTS. HEK293 TREx D1 cells, calcium flux, dopamine EC20 potentiation. potentiation, % at 10 µM. 0.036% of 360,000 active. AID 504651, 2011; in the data active = potentiation above about 30%; also: 0% is about no effect
# * marks the source's active call; other numbers are inactive results; x = no result given; & = joins results of further samples. This is a subset (hit frequency here may not be typical).
SMILES,RXFP1 agonist,D1 ag,RXFP1 antagonist,D2 antag,D2 PAM,D1 antag,D2 ag,TRHR PAM,D1 potentiator
CCCN(CCC)C(=O)Cn1c(=O)n(-c2ccc(CC)cc2)c(=O)c2ccc(C(=O)NCCc3ccccc3)cc21,25µM*,5,x,x,20,8,-0.3,-2,1
O=C(CNC(=O)c1ccc(Cl)cc1)NC(CO)c1ccccc1 (stereo not drawn),0.0%,5,0,-2,-7,-11,0.1,-10,8
O=S(=O)(NCc1csc(-c2cccnc2)n1)c1ccc(Cl)s1,0.7%,-1,6,22,-4,-16,-0.5,14,-6
CCOc1ccc(N(C)S(=O)(=O)c2cc(-c3cc(C)no3)ccc2C(C)C)cc1,0.0%,11,-9,1,2,-10,0.4,-6,1
CCOC(=O)c1cc(-c2ccccc2)sc1NC(=O)CCN1C(=O)c2ccccc2C1=O,-0.4%,0,6,4,-3,-7,-0.4,-2,-2
CCN(CC)S(=O)(=O)c1cc(C(=O)OCC(=O)c2ccc3c(c2)NC(=O)CO3)ccc1Cl,2.1%,1,-6,-29,11,18,0.5,6,-9
O=C(NC(=S)NNC(=O)c1cccs1)c1ccccc1,1.4%,24,-6,2,9,-9,2.8,-4,-6
Cc1ccccc1CSc1nnc(-c2ccccn2)n1C,-0.3%,0,-7,-2,2,4,-0.3,0,10
O=C1C(=O)N(Cc2cccc([N+](=O)[O-])c2)c2ccccc21,0.8%,1,-22,-8,-7,2,0.1,-4,-2
CCOc1c(OC)cc(C2C(C#N)=C(N)Oc3n[nH]c(-c4ccncc4)c32)cc1OC (stereo not drawn),-2.3%,2,11,-9,3,4,0.1,-1,-6
CC(C)(C)c1ccc(C(=O)O)c(C(=O)c2ccccc2)c1,-1.5%,1,-20,12,0,-13,0.3,1,-5
O=C(Nc1cccc(NC(=O)c2ccco2)c1)c1ccccc1,1.4%,3,-30,5,3,-11,0.5,-6,-3
CCOC(=O)Cn1nc(C)c(NC(=O)COc2ccc(C)c(C)c2)c1C,-0.7%&-2.0%,5&-1,2&-8,10,12&14,-15&-1,0.6&0.8,-4&-3,-4&-1
Cc1ccc(/C=N/NC(=O)c2cc(-c3ccc(C)o3)[nH]n2)cc1,-0.5%,1,-24,12,-7,7,0.4,2,-7
CCCCNS(=O)(=O)c1ccc(C)c(-c2nnc3c4ccccc4c(C)nn23)c1,16%,1,3,x,6,-5,-1.2,16,2
CC(C)c1ccc(N(C(=O)c2ccc3c(c2)OCO3)C2C=CS(=O)(=O)C2)cc1 (stereo not drawn),4.0%,0,18,4,10,28,-1.7,3,-4
CCOC(=O)c1nn(-c2ccccc2)c(=O)c2c(N)scc12,0.9%,2,-4,x,10,-3,x,0,-4
CCOc1cc(/C=C2\SC(=N)N(c3nonc3N)C2=O)ccc1OCCN1CCOCC1,-2.3%,1,-8,29,-18,1,0.7,8,-1
CC1Cc2ccccc2N1C(=O)CCNS(=O)(=O)c1ccc2c(c1)CCC(=O)N2 (stereo not drawn),-0.3%,2,5,-15,0,-10,-0.2,-5,-5
CC(C)c1ccc2c(c1)-c1ccccc1S(=O)(=O)N2CC(=O)N1CCCCC1,0.2%,2,3,x,-6,-1,-0.6,-7,-1
COCc1c(C(=O)Nc2nc(C)cs2)oc2ccccc12,0.0%,-4,-1,16,0,0,-0.6,2,-3
O=C(Cc1ccc(S(=O)(=O)N2CCOCC2)s1)NCCOc1ccccc1,-0.2%,2,-13,-29,10,10,-1.4,-6,4
COc1ccccc1N(C)S(=O)(=O)c1ccc(C(=O)N(C)Cc2ccc(OC(F)F)cc2)cc1,0.5%,19,-11,-11,-5,-41*,1.1,-8,0
CCn1c(SCC(=O)OC2CCCCC2)nc2ccccc2c1=O,0.2%,8,-6,1,-1,-19,-1.1,-14,10
Cc1cnc(NCCc2ccccc2)s1,-0.3%,1,5,8,6,-11,-0.3,-3,-1
# New compounds follow
SMILES,RXFP1 agonist,D1 ag,RXFP1 antagonist,D2 antag,D2 PAM,D1 antag,D2 ag,TRHR PAM,D1 potentiator
COc1cccc(OCC(O)CNC(C)c2ccccc2)c1 (stereo not drawn),1.0%,8,-17,12,0,-12,-3.3,-6,-1
COc1ccc(NC(=O)c2c(C)oc3ccc(O)c(CN4CCOCC4)c23)cc1,2.4%,1,-4,x,5,1,0.0,1,2
COc1cc(C(C)=O)ccc1OCC(O)CN1CCN(c2ccccn2)CC1 (stereo not drawn),0.0%,3,-17,93*,-18,1,78*,-1,3
Cn1c(=O)oc2cc(S(=O)(=O)N3CCCC(C(=O)NCc4ccc(F)cc4)C3)ccc21 (stereo not drawn),-2.4%,13,x,x,x,-17,-1.2,-1,1
Cc1ccccc1OCC(=O)Nc1ccc2c(c1)C(=O)N(CCC(=O)O)C2=O,3.0%,1,-10,x,x,13,x,12,-6
Cc1ccc(NC(=O)c2c(N3CCCC3=O)c3cc(C)ccc3n2C)c(C)c1,3.4%,1,x,x,x,1,0.1,0,0
CC(C)Oc1cccc(-c2cc(C(=O)NN3CCOCC3)c3ccccc3n2)c1,5.1%,5,-12,-21,2,-8,0.0,-3,-6
Oc1cccc(/C=N/Nc2ncnc3c2ncn3Cc2ccccc2)c1,1.2%,1,15,3,7,9,0.1,2,-1
O=c1[nH]c(-c2ccc(Cl)cc2)nc(=S)[nH]1,-0.4%,1,9,7,5,-3,0.2,4,2
CC1CC(C)CN(C2CCN(Cc3cccnc3)CC2)C1 (stereo not drawn),0.9%,2,x,12,-2,-11,0.5,-2,-2
CC(C)CN(C(=O)C1CCCCC1)C1CCS(=O)(=O)C1 (stereo not drawn),0.2%,3,0,-32,7,10,0.6,3,3
OCC[C@H]1C[C@H](O)[C@@H](O)[C@]2(OCc3ccccc32)O1,0.2%,1,x,-6,3,-15,0.2,8,-2
COc1cc(/C=N/Nc2cc(C)nc(N)n2)ccc1O,-4.7%,2,-19,x,x,0,x,-20,-4
CC(C)CN(CC(C)C)c1nc(N)c(C#N)c(CC#N)c1C#N,2.1%,14,-7,0,x,-5,1.5,18,-6
CC(=O)Nc1ccc(SCC(=O)c2cc(C)n(CC(F)(F)F)c2C)cc1,0.5%,1,-13,x,x,-6,x,-2,0
COc1ccc(C(=O)NC2CC3CCCC(C2)N3Cc2ccccc2)cc1OC (stereo not drawn),1.9%,2,1,82*,-31,-33*,0.1,5,-2
CCCCCCn1c(N2CCC(C)CC2)nc2c1c(=O)[nH]c(=O)n2C,2.0%,14,-8,-7,-6,8,2.0,-14,0
Nc1nc(-c2ccccc2)c(-c2ccc([N+](=O)[O-])cc2)s1,3.4%,71*,0,-3,20,-4,17,8,-4
O=c1n(-c2cccc(Cl)c2)c(=O)n2n1CCC2,-0.8%,0,4,-12,0,2,1.1,1,0
Cc1ccccc1NC(=O)c1nn(-c2ccc(F)c(F)c2)ccc1=O,-0.3%,-2,7,9,0,x,-0.7,7,-3
Cc1ccccc1OCC(=O)N(Cc1ccco1)c1c(N)n(Cc2ccccc2)c(=O)[nH]c1=O,0.0%,5,6,11,-3,-13,0.8,-3,x
COc1ccc(-n2nc3c(c2NC(=O)C(C)Cl)CSC3)cc1 (stereo not drawn),1.7%,1,-1,-8,-1,-9,0.1,1,-8
Nn1c(SCC(=O)Nc2ccc3c(c2)OCO3)nncc1=O,3.7%,2,10,-3,-3,6,0.1,5,4
Cc1cc(C)cc(N(CC(=O)N2CCC(C)CC2)S(C)(=O)=O)c1,-0.1%,2,12,7,-1,4,-0.7,-7,-1
CCCCN(CCCC)C(=S)N/N=C/c1c(C)[nH]n(-c2ccccc2)c1=O,-2.6%,1,26,-11,1,-11,-0.5,6,-6

# Structures listed so far that bear a hit mark in D1 ag.
molecule	RXFP1 agonist	D1 ag	RXFP1 antagonist	D2 antag	D2 PAM	D1 antag	TRHR PAM	D1 potentiator
Nc1nc(-c2ccccc2)c(-c2ccc([N+](=O)[O-])cc2)s1	3.4%	71*	0	-3	20	-4	8	-4

# Quoted at random: 5 entries already listed.
SMILES,RXFP1 agonist,D1 ag,RXFP1 antagonist,D2 antag,D2 PAM,D1 antag,D2 ag,TRHR PAM,D1 potentiator
Cc1ccccc1OCC(=O)N(Cc1ccco1)c1c(N)n(Cc2ccccc2)c(=O)[nH]c1=O,0.0%,5,6,11,-3,-13,0.8,-3,x
Nc1nc(-c2ccccc2)c(-c2ccc([N+](=O)[O-])cc2)s1,3.4%,71*,0,-3,20,-4,17,8,-4
Cc1ccccc1OCC(=O)Nc1ccc2c(c1)C(=O)N(CCC(=O)O)C2=O,3.0%,1,-10,x,x,13,x,12,-6
Cc1cc(C)cc(N(CC(=O)N2CCC(C)CC2)S(C)(=O)=O)c1,-0.1%,2,12,7,-1,4,-0.7,-7,-1
Cc1ccccc1NC(=O)c1nn(-c2ccc(F)c(F)c2)ccc1=O,-0.3%,-2,7,9,0,x,-0.7,7,-3

# Other compounds follow:
SMILES,RXFP1 agonist,D1 ag,RXFP1 antagonist,D2 antag,D2 PAM,D1 antag,D2 ag,TRHR PAM,D1 potentiator
O=S(=O)(c1ccc(NC(=S)N/N=C/c2c3ccccc3cc3ccccc23)cc1)N1CCOCC1,4.9%,6,-16,24,8,1,-0.1,1,1
COc1cc(Cn2c(=O)c3c(OC)c(C)cnc3n(C)c2=O)cc(OC)c1,-1.5%,4,12,x,x,-2,x,3,8
Cc1nc2ccc(S(=O)(=O)NC(C(=O)N3CCCC3)C(C)C)cc2s1 (stereo not drawn),0.2%,1,x,-3,2,-1,0.6,-6,-3
COc1ccc2c(c1)C(c1ccc(N3CCOCC3)cc1)=NNC(c1cccnc1)=N2,1.6%,1,4,-1,13,-1,-1.0,5,0
O=C(NCc1ccccn1)C1CCC(=O)N1C1CCCCC1 (stereo not drawn),3.2%,2,x,-12,-1,-1,-0.2,1,x
Cc1ccc(C(=O)COC(=O)c2ccc(O)cc2)cc1,2.1%,6,-19,14,0,-3,0.0,5,-4
C=CCn1c(=S)[nH]c2cc(-c3ccccc3)sc2c1=O,24%,1,4,3,-3,-8,-0.6,1,2
CC(CCc1ccccc1)NC(=O)Cn1c(=O)nc(-c2ccccc2)c2ccccc21 (stereo not drawn),4.6%,3,9,x,6,0,x,-4,1
COc1cccc(CC2(CO)CCCN(Cc3nc(-c4cccs4)oc3C)C2)c1 (stereo not drawn),0.8%,6,-4,-28,-27,28,0.6,6,-1
Cc1cc(C(=O)CSc2ccc(F)cc2)cc(C)c1OC(=S)N(C)C,-0.5%,14,-2,6,15,-19,-2.6,-9,-1
